Bioassay records: PubChem, several laboratories
Lipid droplet: inhibitors of hepatocyte lipid droplet formation, primary screen, imaging, high-throughput imaging, BODIPY stain; inhibition, % at 6.5 µM; hit rate 0.4% among 240,000; AML12 mouse hepatocytes, oleate lipid droplets;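 active means lipid droplet intensity inhibited by at least 50%, with more than 500 cells counted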
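Test system: AML12 mouse liver cells; schedule: overnight exposure; technique: high-content imaging of BODIPY-stained droplets and DAPI nuclei; read-out: % inhibition of corrected integrated BODIPY droplet signal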
T cell HTS: modulators of CD8 T cell-vesicle binding, primary screen, mouse 2C CD8+ T cells, flow cytometry. 2C CD8+ T cell-vesicle binding; hits give low values. calls only at 7 µM. hit rate 0.068% among 330,000. AID 2052, 2009;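 active means response, share of CD8 T cells binding vesicles, and their 90th percentile fluorescence all below set limits, cut at about 80% in these data, passing the limit was not always enough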
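Material: murine 2C transgenic CD8+ T lymphocytes / Also added: QL9-peptide-loaded Drosophila micro-vesicles bearing Ld, ICAM-1 and B7-1 / Schedule: binding step 1.5 h, 37 °C, antibody labelling 20 min, ice / Signal: flow cytometry, PE anti-B7-1 (FL2) versus Alexa647 anti-CD8 (FL8), PFA-fixed / Evaluation: percent CD8+ FL2 mean versus row control / Benchmarks: naked versus QL9-loaded vesicles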
PhoP inhibition: inhibitors of PhoP regulon expression, primary screen, Salmonella Typhimurium, GFP reporter (AID 1863) | hit rate 0.16% among 300,000 | S. Typhimurium PhoP-regulated promoter GFP reporter, 4 h; higher % means a stronger effect | inhibition, % at 50 µM, or IC50 in µM where a hit was titrated;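 active means inhibition over 29.93%, a cutoff 3 SD above the screen mean, later confirmed by dose response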;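 further: 0% = low Mg2+ inducing control and 100% = high Mg2+ repressing control; strong numbers were not always called active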
ER stress rescue: rescue of cells from ER stress-induced death, primary screen, 384-well, CSM14.1, thapsigargin, ATP luminescence (AID 1222). 190,000 tested, under 10 active. one-dose cellular ATP content (survival), % at 20 µM; EC50 in µM for titrated hits. CSM14.1 thapsigargin-induced death rescue, ATP luminescence; higher % means a stronger effect;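 active means EC50 below 50 µM in the dose-response confirmation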;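 further: death triggered by thapsigargin at about 15 µM added after 2 h compound pretreatment; cell ATP read after overnight thapsigargin exposure of roughly 18 to 22 hours; normalized against plate controls of thapsigargin alone and 5% DMSO vehicle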
Autophagy HCS: autophagy modulators in MEF cells, primary screen, imaging, high-content, MEF GFP-LC3; hit rate 0.98% among 190,000; AID 463193, 2010; MEF GFP-LC3 puncta imaging; test concentration mostly 10 µM; calls only at 10 µM (by protocol);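 active means percentage of spot-positive cells more than 3 SD above its plate mean, without a fluorescence outlier flag or 80% toxicity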;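 further: spot-positive cell cutoff set from DMSO-treated cells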
MT stabilize HCS: microtubule stabilizers in HeLa cells, primary screen, imaging, high-content imaging; HeLa tubulin immunostaining HCS, 24 h; share of cells brighter than vehicle mean+2SD; % tubulin-high responders, % at 10 µM; hit rate 0.83% among 200,000; AID 2205, 2009;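 active means plate Z-score above 3 for both tubulin-high and condensed-nucleus cell shares, with cell loss under 80%, at 10 µM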;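 further: anti alpha tubulin signal scored within the nucleus-defined area of each cell; some results filed as inactive read as strong as hits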
bCat nuc transl: modulators of beta-catenin nuclear translocation, primary screen, imaging, HeLa cells, immunofluorescence, high-content | nuclear translocation activity, % at 5 µM | hit rate 0.3% among 190,000;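 active means nuclear translocation activity above 50% at 5 µM, with a well cell count of 50 or more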;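 further: per-cell ratio of nuclear to cytoplasmic median beta-catenin stain intensity; plate controls were DMSO negative control for no effect and GSK-3 inhibitor IX positive control for full effect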
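Technique: fluorescence imaging of beta-catenin antibody stain plus DAPI / Material: human HeLa cell line / Incubation: compound treatment 24 h, 37°C, 5% CO2 / Read-out basis: % activation of per-cell nuclear versus cytoplasmic median beta-catenin signal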
Dynein transport: inhibitors of GR-EGFP nuclear translocation, primary screen, dynein cargo transport inhibitor project, imaging, high-content, 3617.4 mouse cells | AID 1381, 2008 | z-score, hits read low | hit rate 0.47% among 220,000 | test concentration mostly 20 µM; stimulated with dexamethasone, 1 µM; hits give low values;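 active means plate z-score of nuclear minus cytoplasmic receptor signal below a set negative limit, without overly bright fluorescence or cell loss, cut at about -3.5 in these data, passing the limit was not always enough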;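 further: z-score of nuclear minus cytoplasmic ring GR-EGFP intensity difference per well; some compounds called inactive have numbers as strong as hits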
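Schedule: 48 h induction, then 1 h compound, then 30 min agonist, 37 °C. Buffer or medium: tetracycline-free induction medium containing charcoal-stripped FBS. Reagent: 1.0 µM final dexamethasone stimulus. Evaluation: nuclear versus cytoplasmic GR-EGFP signal, averaged per well. Signal: high-content fluorescence imaging after fixation.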
Insulin prom up: insulin promoter activators in MIN6 cells, imaging, high-content screening, mouse beta cells. MIN6 insulin promoter-GFP reporter; hits give high values. z-score at 5 µM. hit rate 0.3% among 190,000. AID 1625, 2009;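 active means z-score above 3 at 5 µM with at least 500 cells counted in the well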
Dynein transport cytoplasmic EGFP: also measured in Dynein transport; calls as there; z-score; measured here: cytoplasmic GR-EGFP intensity; hits give high values
Dynein transport nuclear GR-EGFP: further read-out of Dynein transport, marked with its call; z-score; measured here: nuclear GR-EGFP intensity;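 lower value marks the stronger effect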
Dynein transport cell count: recorded beside Dynein transport, whose call it bears; z-score; measured here: cell count per field
Insulin prom up cell count: also measured in Insulin prom up; calls as there; cell count; measured here: cytotoxicity, nuclei count;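 total cells summed across four imaged fields per well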
Lipid droplet cells 6.5 µM: also measured in Lipid droplet; calls as there; cell count; measured here: cell count, cytotoxicity flag;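 cells counted across two imaged fields per well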
bCat nuc transl cell count 5 µM: recorded beside bCat nuc transl, whose call it bears; cell count; measured here: cell count, cytotoxicity flag
T cell HTS vesicle-bound %: recorded beside T cell HTS, whose call it bears; double positive events, %; measured here: CD8+ vesicle-bound cell fraction;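 binding gate set so that unloaded-vesicle control wells show 10% double positive cells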
MT stabilize HCS Hoechst-high %: also measured in MT stabilize HCS; calls as there; % Hoechst-high responders; measured here: nuclear condensation Hoechst responders;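 share of cells brighter than vehicle mean plus two SD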
MT stabilize HCS cytotoxicity %: recorded beside MT stabilize HCS, whose call it bears; toxicity, %; measured here: cytotoxicity by cell density;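 0% = mean cell density of plate MIN control wells and 100% = no cells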
Autophagy HCS cell loss 18 h: also measured in Autophagy HCS; calls as there; toxicity, %; measured here: cell loss, nuclei count;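 cell loss after 18 h compound exposure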
The depositor's hits bear a star; i = inactive; x = no result given. This is a random part of the collection; any-hit rate near 3%.

Every second line gives: Lipid droplet, Lipid droplet cells 6.5 µM, T cell HTS, T cell HTS vesicle-bound %, PhoP inhibition, ER stress rescue, Autophagy HCS, Autophagy HCS cell loss 18 h, MT stabilize HCS, MT stabilize HCS Hoechst-high %, MT stabilize HCS cytotoxicity %, bCat nuc transl, bCat nuc transl cell count 5 µM, Dynein transport, Dynein transport cytoplasmic EGFP, Dynein transport nuclear GR-EGFP, Dynein transport cell count, Insulin prom up, Insulin prom up cell count
- COc1ccc(N2C(=O)C3C4C=CC(C4)C3C2=O)c(OC)c1 (stereo unspecified)
    x, x, i, 5.6, -6.5%, -2.0%, i, 23.0, 4.3, 2.9, 9.5, -1.9, 1369, 0.815, -0.233, 0.473, -0.858, 0.14, 1558
- CCn1c(COc2ccc(=O)n(-c3ccccc3)n2)nnc1SC
    20.9, 682, i, 12.6, 0.2%, x, i, -4.1, 4.1, 1.5, 1.1, -0.6, 1063, 1.28, 0.000574, 0.671, 1.11, -0.5, 1287
- CCC(C(=O)OCC(=O)Nc1cccc(S(=O)(=O)NC2=NCCCCC2)c1)c1ccccc1 (stereo unspecified)
    -1.2, 690, i, 22.8, -7.6%, -1.3%, i, 0.6, 3.2, 1.6, 11.9, -5.2, 1090, 0.323, -0.118, 0.499, -0.532, 3.98*, 1198*
- CN(C)S(=O)(=O)Nc1cc(F)cc(F)c1
    -16.9, 497, i, 52.6, -4.7%, -1.7%, i, 22.2, 3.1, 0.9, 0.1, 0.3, 1461, -1.21, -0.254, -0.448, 0.751, x, x
- CC(=O)OCC(=O)[C@@]1(O)[C@H](C)C[C@H]2[C@@H]3CCC4=CC(=O)C=C[C@]4(C)[C@@]3(F)[C@@H](O)C[C@@]21C
    -45.7, 701, i, 21.3, -6.4%, -4.0%, i, 0.8, 1.4, 1.0, 2.7, -7.9, 452, -1.91, -0.165, -0.263, 0.537, x, x
- O=C(c1cn(-c2ccccc2)nc1-c1cccs1)N1CCOCC1
    x, x, i, 20.9, 4.3%, -0.5%, i, -7.8, 2.1, 1.6, 1.0, -0.9, 1325, -0.533, -0.231, -0.998, 0.419, -0.17, 1590
- OC1CCN(Cc2cccc(Oc3ccccc3)c2)CC1
    x, x, i, 45.9, -1.4%, -0.7%, i, 5.2, 3.3, 2.6, 5.3, 2.2, 1141, -0.0265, -0.208, 0.294, 0.838, -0.19, 948
- O=C(Nc1ccc(C(=O)O)cc1)/C(=C\C=C\c1ccccc1)NC(=O)c1ccc(Br)cc1
    11.6, 721, i, 31.2, -7.5%, 3.1%, i, -5.1, 2.4, 4.7, 7.6, -1.0, 1078, 0.173, -0.309, 0.13, 0.537, 0.79, 1296
- COC(=O)c1ccc(C2C(C(C)=O)=C(C)Nc3ncnn32)cc1 (stereo unspecified)
    x, x, i, 32.4, 4.9%, -1.1%, x, x, 1.6, 2.4, 4.8, 3.1, 1165, 1.72, -0.0535, 0.908, -1.09, -1.13, 942
- Cc1nc(Nc2nc3ccccc3o2)nc(C)c1C(=O)Nc1ccc(F)cc1
    -13.3, 710, i, 37.8, 4.5%, 1.3%, i, 17.5, 4.4, 0.8, 8.0, -1.5, 1022, 0.589, -0.207, 0.666, -0.559, x, x

At a glance, part of the list above.
Every second line gives: Lipid droplet, Lipid droplet cells 6.5 µM, T cell HTS, T cell HTS vesicle-bound %, PhoP inhibition, ER stress rescue, Autophagy HCS, Autophagy HCS cell loss 18 h, MT stabilize HCS, MT stabilize HCS Hoechst-high %, MT stabilize HCS cytotoxicity %, bCat nuc transl, bCat nuc transl cell count 5 µM, Dynein transport, Dynein transport cytoplasmic EGFP, Dynein transport nuclear GR-EGFP, Dynein transport cell count, Insulin prom up, Insulin prom up cell count
- CCC(C(=O)OCC(=O)Nc1cccc(S(=O)(=O)NC2=NCCCCC2)c1)c1ccccc1 (stereo unspecified)
    -1.2, 690, i, 22.8, -7.6%, -1.3%, i, 0.6, 3.2, 1.6, 11.9, -5.2, 1090, 0.323, -0.118, 0.499, -0.532, 3.98*, 1198*
- CN(C)S(=O)(=O)Nc1cc(F)cc(F)c1
    -16.9, 497, i, 52.6, -4.7%, -1.7%, i, 22.2, 3.1, 0.9, 0.1, 0.3, 1461, -1.21, -0.254, -0.448, 0.751, x, x
- CC(=O)OCC(=O)[C@@]1(O)[C@H](C)C[C@H]2[C@@H]3CCC4=CC(=O)C=C[C@]4(C)[C@@]3(F)[C@@H](O)C[C@@]21C
    -45.7, 701, i, 21.3, -6.4%, -4.0%, i, 0.8, 1.4, 1.0, 2.7, -7.9, 452, -1.91, -0.165, -0.263, 0.537, x, x
- O=C(c1cn(-c2ccccc2)nc1-c1cccs1)N1CCOCC1
    x, x, i, 20.9, 4.3%, -0.5%, i, -7.8, 2.1, 1.6, 1.0, -0.9, 1325, -0.533, -0.231, -0.998, 0.419, -0.17, 1590
- OC1CCN(Cc2cccc(Oc3ccccc3)c2)CC1
    x, x, i, 45.9, -1.4%, -0.7%, i, 5.2, 3.3, 2.6, 5.3, 2.2, 1141, -0.0265, -0.208, 0.294, 0.838, -0.19, 948
- O=C(Nc1ccc(C(=O)O)cc1)/C(=C\C=C\c1ccccc1)NC(=O)c1ccc(Br)cc1
    11.6, 721, i, 31.2, -7.5%, 3.1%, i, -5.1, 2.4, 4.7, 7.6, -1.0, 1078, 0.173, -0.309, 0.13, 0.537, 0.79, 1296
- COC(=O)c1ccc(C2C(C(C)=O)=C(C)Nc3ncnn32)cc1 (stereo unspecified)
    x, x, i, 32.4, 4.9%, -1.1%, x, x, 1.6, 2.4, 4.8, 3.1, 1165, 1.72, -0.0535, 0.908, -1.09, -1.13, 942
- Cc1nc(Nc2nc3ccccc3o2)nc(C)c1C(=O)Nc1ccc(F)cc1
    -13.3, 710, i, 37.8, 4.5%, 1.3%, i, 17.5, 4.4, 0.8, 8.0, -1.5, 1022, 0.589, -0.207, 0.666, -0.559, x, x
